# V1aR counter: activates human V1a receptor in oxytocin agonist counter-screen. P37288. hit rate 0.25% among 320,000. activation, % at 3 µM. CHO-V1R cells, Fluo-8 calcium fluorescence, agonist mode; 0% DMSO, 100% 3 nM vasopressin. AID 2797;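 active = activation above the mean activation of all tested compounds plus 3 SD, per screening run, cut at about 20% in these data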;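 also: signal is peak over basal fluorescence ratio across a 100 second FLIPR read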
# GalR3 antag: human GalR3 antagonism; hit rate 0.44% among 360,000; HEK293 GalR3-CNG cAMP membrane potential fluorescence; galR3 body fused to GalR1 C-terminus; inhibition, % at 3 µM; AID 651719;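 active = inhibition above the screen-wide average plus 3 SD, cut at about 13% in these data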;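 also: forskolin and galanin both at EC90 stimulate the cells; cAMP rise reported by CNG channel membrane potential dye signal; 0% = forskolin plus galanin with DMSO and 100% = forskolin alone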
# GPR7 antag: antagonists of human GPR7 (neuropeptides B/W receptor 1); P48145; GPR7-expressing cells, fluorescence antagonist assay; inhibition, % at 4.4 µM; hit rate 1.1% among 290,000; in the data active = inhibition above about 16%, passing the limit was not always enough;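 also: cells stimulated with the agonist NPW; 0% = agonist with vehicle and 100% = vehicle without agonist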
# OXTR agonist: human OXTR agonism; P30559; hit rate 0.32% among 320,000; CHO-OTR cells, Fluo-8 calcium fluorescence; normalized: DMSO 0%, oxytocin 100%; AID 2435; activation, % at 3 µM;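 active = activation above the mean of all tested compounds plus 3 SD, cutoff set per screening run, cut at about 20% in these data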;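 also: peak over basal fluorescence ratio from a 100 s FLIPR kinetic read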
# NALP1 yeast inh: blocks the NALP1 inflammasome reconstituted in yeast; hit rate 0.61% among 280,000; inhibition, % at 10 µM; S. cerevisiae NALP1/ASC/caspase-1 growth, X-gal OD620, 72 h; in the data active = inhibition mostly above about 24%, no sharp cut-off; inactive = mostly below about 32%; also: some compounds called inactive have numbers as strong as hits
# M18AAP inhibitor: PfM18AAP enzyme inhibition; inhibition, % at 7.35 µM; hit rate 1.2% among 290,000; recombinant PfM18AAP, H-Glu-NHMec fluorogenic cleavage;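 active = inhibition above the campaign mean inhibition over all tested compounds plus 3 SD, cut at about 28% in these data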;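 also: 0% = plate median of test compound wells and 100% = 2 mM ZnCl2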
# MEKK2 WT-MEK5: raises or lowers MEK5 binding to wildtype human MEKK2 PB1 domain | Q9Y2U5 | bead flow cytometry, Alexa488-MEK5 binding to MEKK2 WT; actives lie on both sides | binding response (% of control), % at 10 µM | hit rate 1.1% among 290,000 | AID 1531; in the data active = binding response below about 67% or above about 130%
# MEKK2mut PB1 HTS: signal of MEK5 binding to mutant human MEKK2 PB1 domain; bead flow cytometry, Alexa488-MEK5 binding to MEKK2 mutant; percent response, % at 10 µM; hit rate 0.35% among 290,000; AID 1530; in the data active = percent response above about 24%, passing the limit was not always enough; also: inactives centre near 1; some results filed as inactive read as strong as hits
# OXTR potentiator: potentiators of human oxytocin receptor; CHO-OTR cells, Fluo-8 calcium fluorescence, potentiator mode; 0% = oxytocin EC15, 100% = EC100; activation, % at 3 µM; hit rate 0.061% among 320,000;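 active = activation above that plate's cutoff, the mean activation of tested compounds plus 3 SD, cut at about 6.6% in these data, passing the limit was not always enough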;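 also: 100% uses oxytocin at 75 nM as the full agonist control; some results filed as inactive read as strong as hits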
#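 Measured by – Fluo-8 calcium dye fluorescence · Test system – human OTR in CHO cells · Dosing – one concentration, 3.0 µM compound · Controls – EC15 oxytocin alone as 0%, 75 nM oxytocin as 100% · Evaluation – normalized max/min fluorescence ratio, % activation · Timing – 6 min pre-incubation, 100 s read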
# Active calls of the source: *; / = not tested or not shown.
SMILES,V1aR counter,GalR3 antag,GPR7 antag,OXTR agonist,NALP1 yeast inh,M18AAP inhibitor,MEKK2 WT-MEK5,MEKK2mut PB1 HTS,OXTR potentiator
CC(NC(=O)OCc1ccccc1)C(=O)N1CC(O)CC1C(=O)O (stereo not drawn),/,0,-7,/,0,3,103,4,/
Cc1ccc(/C=C2\SC(=S)N(C3CCS(=O)(=O)C3)C2=O)cc1 (stereo not drawn),0.4,6,5,0.2,-21,-3,94,-12,-6
CCOc1ccccc1NC(=O)N1CCC(C(=O)c2ccc(F)cc2)CC1,-1.2,-6,-10,-1.6,19,-10,107,1,-13
CNS(=O)(=O)c1ccc2nc(NC(=O)c3ccc(N4C(=O)CCC4=O)cc3)sc2c1,0.5,-4,4,0.2,23,10,100,-2,0
CC(OC(=O)c1cccc(-n2cnnn2)c1)C(=O)Nc1ccc(N(C)C)cc1 (stereo not drawn),0.3,-1,/,1.0,/,/,/,/,-2
NC(=O)c1cccc(CC(=O)c2ccccc2)c1,-0.2,-2,-7,0.2,/,2,97,-20,0
COc1ccc(CNC(=O)COC(=O)CC2CCCC2)cc1,0.3,-6,-4,-0.6,25,-2,99,-2,-12
Cc1ccc(C(=O)CN(C(=O)c2ccc(Cl)c(Cl)c2)N2C(=O)C3CCCCC3C2=O)cc1C (stereo not drawn),0.0,-4,-8,-1.5,5,10,98,-4,-8
CCN(CC)S(=O)(=O)c1ccc(Cl)c(C(=O)NC2CCN(Cc3ccccc3)CC2)c1,2.5,-12,-11,0.7,19,-2,110,5,-2
CC(=O)Nc1sc(N/N=C\c2ccco2)nc1-c1cccs1,0.7,-12,-7,0.7,11,23,104,8,2
Cc1ccc(C(=O)C(C)OC(=O)CNS(=O)(=O)c2ccc(C)cc2)cc1 (stereo not drawn),0.2,-9,/,-0.3,/,/,/,/,-3
Cc1cccc(NC(=O)CSc2nc(=O)n(CCCN3CCOCC3)c3c2CCCC3)c1,-1.1,-2,/,-2.0,/,/,/,/,-4
O=C(Nc1ccc(Cl)cn1)c1cccnc1,-0.8,-3,14,3.9,/,-10,114,11,-14
CCCc1ccccc1OCCNC(C)=O,-0.6,0,-6,-1.3,10,1,104,12,-9
O=C(NC(Cc1ccccc1)C(=O)Oc1ccc2c(C(F)(F)F)cc(=O)oc2c1)OCc1ccccc1 (stereo not drawn),4.3,/,-6,4.8,34,-8,100,-2,-9
C1=CCC(CN2CCNCC2)CC1 (stereo not drawn),1.7,-1,-6,0.4,7,4,91,3,-11
O=C(NCc1ccccc1)c1ccc(CS(=O)(=O)c2ccccc2)o1,2.2,4,5,1.2,4,4,115,1,-17
COc1ccc(CC(=O)OCC(=O)Nc2ncc(Cl)cc2Cl)cc1OC,0.5,-5,-5,0.2,9,-1,104,5,-2
CC(=O)Nc1ccc(NC(=O)c2ccccc2CC[N+](=O)[O-])cc1,1.4,-3,2,0.4,18,-11,107,6,-2
CC(C)c1nnc(NC(=O)C2CCCN2C(=O)Nc2cccc(Cl)c2)s1 (stereo not drawn),0.0,-9,12,-0.6,22,-2,98,-7,-19
COc1ccc(C(=O)NC(=S)N(C)Cc2ccccc2)cc1Br,-0.4,-3,-15,-1.3,7,-1,88,-8,-7
CCOc1ccc(/C=N/NC2=NCCCCC2)cc1,0.0,-4,-9,0.5,6,4,108,-3,-4
O=C(CN1C(=O)NC2(CCc3ccccc32)C1=O)Nc1cccc(Cl)c1 (stereo not drawn),1.7,0,/,1.8,/,/,/,/,-2
Cc1c(Cl)cccc1NC(=S)Nc1ccc(S(=O)(=O)Nc2ncccn2)cc1,1.0,-5,/,0.8,/,/,/,/,-4
CN(CC(=O)Nc1ccc(Cl)c(C(F)(F)F)c1)C(=O)CCCNC(=O)c1ccc(Cl)cc1,4.0,-7,/,5.4,/,/,/,/,-11
O=C(CCCn1c(=S)[nH]c2cc3c(cc2c1=O)OCO3)N1CCN(c2ncccn2)CC1,-0.8,-5,5,-2.4,4,8,95,0,-17
O=C(Nc1cc2c(cc1C(=O)O)OCCCO2)c1ccc(F)cc1F,-0.2,-8,-8,0.7,3,3,95,-1,-8
NC(=O)c1ccc(=O)n(Cc2ccc(Cl)cc2Cl)c1,-0.3,-9,-9,-0.5,-41,-12,107,4,-16
C#CCOC(=O)C1C2C=CC(C2)C1C(=O)O (stereo not drawn),-0.1,-4,0,0.0,3,-5,93,2,1
COC(=O)c1ccc(NC(C)=O)cc1O,/,/,5,/,-3,-4,98,-4,/
O=Cc1ccc(Oc2ccc(F)cc2)nc1,-0.1,-3,-7,-0.3,6,0,94,-7,-12
Cc1cccc(C)c1NC(=O)Cn1nnc(-c2ccc(N3CCOCC3)cc2)n1,0.7,-4,-6,1.6,10,8,92,-4,-7
COCc1cc(C)nc(SCC(=O)Oc2ccccc2)c1C#N,2.9,-3,-17,-1.0,-5,1,101,4,-1
COc1ccccc1CNC(=O)CSc1ccc(-c2cccs2)nn1,-1.4,-3,3,-2.8,16,-15,105,-1,2
O=C(Nc1ccccc1)C(=O)Nc1ccccn1,-0.3,0,-7,0.9,6,10,101,-2,-3
CCc1cc2c(nc1CC)CCN(CC/C(C)=N/OC[C@H]1O[C@H](c3ccccc3)C=C[C@@H]1Oc1ccc(OC)cc1)C2,/,/,6,/,18,-5,115,-2,/
S=C(Nc1ccccc1)N1CCN(C/C=C/c2ccccc2)CC1,3.2,-4,1,6.0,-4,0,106,-5,-13
O=c1[nH]c(CSc2nc3ccccc3s2)nc2cc(Cl)ccc12,-0.9,-3,-10,0.6,/,8,117,21,-7
COc1ccc(NC(=O)/C(C#N)=C/c2ccc3c(c2)n(C)c(=O)n3C)cc1,0.3,-2,-2,0.3,29,-10,104,-1,-4
CC1CN(C(=O)c2ccc(S(=O)(=O)Nc3ccccc3F)cc2)CC(C)O1 (stereo not drawn),0.8,-1,/,3.1,/,/,/,/,1
CN(CCc1ccccn1)C(=O)c1cccnc1Oc1ccc(Cl)cc1,-0.6,-4,-17,-1.2,/,-2,91,-28,1
O=C1CCN(S(=O)(=O)c2ccccc2)CCN1CCOCc1ccc(Cl)cc1,3.9,-3,/,4.8,5,/,102,4,-16
COc1cc(NC(=O)c2cccc(F)c2)cc(OC)c1OC,0.4,0,-3,-0.2,2,10,99,-5,-6
O=C(Nc1ccccc1)N1CCCC(c2nc(-c3ccc(F)cc3)no2)C1 (stereo not drawn),2.0,-2,-3,0.6,10,2,91,-3,-13
Cc1cccc(Cn2c(SCC(=O)Nc3ccccc3)nc3c2c(=O)[nH]c(=O)n3C)c1,0.5,/,-1,0.4,39,-2,107,3,-3
CC(=O)N1c2ccccc2-c2nc3ccccc3n2C1C (stereo not drawn),1.1,-14,-16,0.4,-11,-5,106,4,-10
Cc1ccc(CNC(=O)CCC2CCCN(C(=O)CCC(F)(F)F)C2)o1 (stereo not drawn),-1.3,7,-3,-0.9,3,-4,87,-11,-4
C=CCn1c2[n+](c3ccccc3c1=O)CCCCC2,0.4,-4,-10,0.1,4,1,101,-1,-4
Cc1c(C(=O)N2CCc3ccccc3C2)sc2nc(-c3ccccc3)cn12,2.2,-1,-18,-0.3,16,0,103,3,-10
O=C(CN1C(=O)S/C(=C\c2cc(Cl)c(O)c(Cl)c2)C1=O)Nc1ccccc1,8.9,-8,-1,3.3,12,6,96,-1,-22
COc1ccc(C(=O)C2CCCN(C(=O)C3=CCCC3)C2)c(C)c1 (stereo not drawn),3.1,-5,-6,-1.3,-2,-3,84,-11,-16
CCOC(=O)c1c(N=CN(C)C)c(C#N)n2c1CCC2,0.6,2,-8,-0.4,11,1,113,12,-3
Cn1cnnc1SCC(=O)NC1CC1,2.0,-3,/,2.5,/,/,/,/,7
O=[N+]([O-])c1cc2c(cc1/C=N/Nc1nc(Nc3ccccc3)nc(N3CCCCC3)n1)OCO2,-0.4,-3,-5,-1.3,5,4,98,-1,-9
CC(C#N)Sc1ccc(S(=O)(=O)N2CCCCC2)cn1 (stereo not drawn),-0.3,-2,/,-0.5,/,/,/,/,0
COc1ccc(/C=C2\SC(=S)N(CCCC(=O)N3CCOCC3)C2=O)cc1,8.4,1,-15,4.3,6,-11,96,0,-16
CSc1nsc(/C=C/Nc2ccc(C)c(C)c2)c1C#N,-0.1,1,-13,0.9,-12,2,84,-9,-5
Cc1ccccc1-c1nc(CS(=O)CC(=O)NCCN2CCOCC2)c(C)o1 (stereo not drawn),0.3,/,2,-0.8,-5,1,105,8,-5
Nc1nc(NC2CCCCC2)nc(NCCO)c1[N+](=O)[O-],0.6,-2,-17,-1.2,7,-6,104,1,-2
Cc1ccccc1-c1cc(C(=O)NCC2CC2)n(CC2CC(c3cccnc3)=NO2)n1 (stereo not drawn),-0.9,-4,/,-1.6,/,/,/,/,-7

# Continuation:
SMILES,V1aR counter,GalR3 antag,GPR7 antag,OXTR agonist,NALP1 yeast inh,M18AAP inhibitor,MEKK2 WT-MEK5,MEKK2mut PB1 HTS,OXTR potentiator
CN(CC(=O)Nc1c(Cl)cccc1Cl)C(=O)CC1OC(=O)c2ccccc21 (stereo not drawn),0.0,-3,/,-0.5,/,/,/,/,-4
O=C(Oc1ccc(N(C(=O)c2ccncc2)S(=O)(=O)c2ccc(F)cc2)cc1)c1ccncc1,2.5,-6,6,1.9,-1,-3,92,-7,-11
O=C1[C@H]2[C@@H](c3ccc(F)cc3)N3C(=O)N(c4cccc(Br)c4)C(=O)[C@@]3(Cc3ccccc3)[C@H]2C(=O)N1C1CCCCC1,0.8,-8,/,0.5,/,/,/,/,-11
O=C(NCc1ccncc1)C(=O)NCC1OCCCN1S(=O)(=O)c1ccc(F)cc1 (stereo not drawn),0.4,-1,-3,0.4,4,-5,109,6,3
Cc1ccc(S(=O)(=O)N2CCOC2CNC(=O)C(=O)NCc2ccncc2)cc1 (stereo not drawn),1.1,-7,-4,0.8,/,-4,105,-14,-3
CC(=O)N(C)c1ccc(N=Cc2c(O)ccc3ccccc23)cc1,0.6,-5,-2,-0.5,1,-3,109,10,-13
O=c1nc2c(-c3cccc(Br)c3)n[nH]n2c2ccccc12,0.1,-8,7,0.2,-8,5,99,6,-3
CC(CCn1cccn1)NC(=O)c1cc(COc2ccc(F)cc2F)on1 (stereo not drawn),2.9,-3,6,-0.2,-2,0,93,-6,-15
CC(=O)c1cccc(NC(=O)c2ccc(C)c(S(=O)(=O)N3CCOCC3)c2)c1,6.0,-4,-3,1.1,3,-9,100,1,-11
COc1ccc(-n2c(-c3ccc(C)cc3)n[nH]c2=S)cc1,0.9,-2,0,-0.3,-8,23,94,-2,-8
O=C(NN=C1C2CC3CC1CC(Cl)(C3)C2)c1ccccn1,-0.5,-2,-3,-0.2,-17,5,93,-5,-2

# At a glance, three of the compounds above.
SMILES,V1aR counter,GalR3 antag,GPR7 antag,OXTR agonist,NALP1 yeast inh,M18AAP inhibitor,MEKK2 WT-MEK5,MEKK2mut PB1 HTS,OXTR potentiator
CN(CC(=O)Nc1c(Cl)cccc1Cl)C(=O)CC1OC(=O)c2ccccc21 (stereo not drawn),0.0,-3,/,-0.5,/,/,/,/,-4
O=C(Oc1ccc(N(C(=O)c2ccncc2)S(=O)(=O)c2ccc(F)cc2)cc1)c1ccncc1,2.5,-6,6,1.9,-1,-3,92,-7,-11
O=C1[C@H]2[C@@H](c3ccc(F)cc3)N3C(=O)N(c4cccc(Br)c4)C(=O)[C@@]3(Cc3ccccc3)[C@H]2C(=O)N1C1CCCCC1,0.8,-8,/,0.5,/,/,/,/,-11
